N370S GC = inhibitors or activators of N370S glucocerebrosidase for Gaucher disease | N370S GC spleen homogenate, 4MU-glucoside fluorescence | AID 2101 | P04062 | Potency, µM (top dose mostly 59.4 µM), inactives show at the top dose activity change, negative = inhibition, most hits filed as inhibitors | 330,000 compounds, 0.092% hits;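 note: 0% = full enzyme activity and -100% = no enzyme basal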
DT40 TDP1 no CPT = qHTS for Inhibitors of human tyrosyl-DNA phosphodiesterase 1 (TDP1): qHTS in cells in absence of CPT; 420,000 compounds, 15% hits; DT40 Tdp1-/- hTDP1 cells, no CPT, ATP luminescence, 48 h; Potency, µM (doses to about 46.2 µM), for the others: top-dose activity change, negative = growth inhibition, hits mostly inhibitors; AID 686978, 2013; note: nearly all actives have a fitted effect of over 55% in size
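DT40 Tdp1-/-;hTDP1 cells, no CPT (DMSO vehicle only), 400 cells/well; compounds pin-transferred; ≥48 hr, 37 °C; CellTiter-Glo 30 min RT dark, luminescence read.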
TDP1 block = blocks human tyrosyl-DNA phosphodiesterase 1; Q9NUW8; recombinant TDP1, AlphaScreen DNA substrate cleavage; Potency, µM (top dose mostly 130 µM), for inactives: top-dose activity change, negative = inhibition, actives largely listed as inhibitors; 350,000 compounds, 0.28% hits; AID 485290; note: nearly all actives have a fitted effect of over 40% in size
Target sequence (Q9NUW8 whole entry, looked up): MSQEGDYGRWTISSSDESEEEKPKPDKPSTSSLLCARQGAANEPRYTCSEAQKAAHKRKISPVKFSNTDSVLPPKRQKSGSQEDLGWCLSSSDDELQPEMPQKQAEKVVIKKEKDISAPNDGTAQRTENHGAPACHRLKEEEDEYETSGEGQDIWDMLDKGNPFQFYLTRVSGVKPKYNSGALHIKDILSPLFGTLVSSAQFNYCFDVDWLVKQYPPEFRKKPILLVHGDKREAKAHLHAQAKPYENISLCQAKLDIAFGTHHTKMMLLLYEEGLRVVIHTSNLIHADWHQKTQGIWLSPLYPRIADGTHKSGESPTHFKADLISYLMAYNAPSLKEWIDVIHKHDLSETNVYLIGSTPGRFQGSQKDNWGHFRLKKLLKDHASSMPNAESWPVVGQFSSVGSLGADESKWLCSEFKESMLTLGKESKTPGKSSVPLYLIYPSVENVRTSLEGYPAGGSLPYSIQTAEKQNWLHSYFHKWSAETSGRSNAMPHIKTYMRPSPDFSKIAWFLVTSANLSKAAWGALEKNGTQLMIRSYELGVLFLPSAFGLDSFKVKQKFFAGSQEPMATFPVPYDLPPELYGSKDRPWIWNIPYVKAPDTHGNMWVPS
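Compounds were preincubated with Tdp1 (1 nM final) for 15 min at room temperature before substrate (15 nM final) started a 5 min reaction; beads (10 ug/ml final) were then added for 10 min before AlphaScreen detection.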
Active calls of the source: *; [ ] = another dose, or the depositor's remark. Calls come from the whole dose curve; as a rule, active = well fitted curve in the direction sought with a large enough effect; inconclusive = small, poorly fitted or top-dose-only effect, or another doubt; inactive = no such curve, though single readings can be large; an effect the other way counts as inactive or inconclusive. Unless noted, % is set by controls: 0 for no effect and ±100 for the full control effect; potency is the fitted concentration of half-maximal effect. Some of the compounds tested; the hit share may differ from the screen's.

For CCOc1ccc2ccccc2c1CNCCN1CCOCC1 the results were N370S GC 5%, DT40 TDP1 no CPT -14% and TDP1 block -7%.
For NS(=O)(=O)c1ccc(NC(=O)CSc2ccccc2)cc1 the results were N370S GC -1%, DT40 TDP1 no CPT 11% and TDP1 block 4%.
`O=S(=O)(c1ccccc1)c1nc(-c2cccs2)oc1SCc1ccccc1Cl` gave DT40 TDP1 no CPT inconclusive and TDP1 block 3%.
`CCc1ccccc1N(C)C(=O)c1sc2nc3n(c(=O)c2c1C)CCCCC3` gave DT40 TDP1 no CPT inconclusive and TDP1 block 6%.
Screening Cc1cccc(OCC(=O)Nc2cc(C)ccc2O)c1 returned N370S GC -3%, DT40 TDP1 no CPT inconclusive and TDP1 block 5%.
Cn1c(C(=O)Nc2ccccc2)cc2sccc21 was read as N370S GC 8%, DT40 TDP1 no CPT -23% and TDP1 block 2%.
For COCc1cc(C)nc2c1C(=O)NC(c1ccc(F)cc1)N2Cc1ccccc1 (configuration not stated) the results were DT40 TDP1 no CPT -16% and TDP1 block 9%.
CCOC(=O)N1CCC(N2C(=O)c3ccccc3C2Nc2ccc(C)cc2)CC1 (configuration not stated) was read as N370S GC 4%, DT40 TDP1 no CPT inconclusive and TDP1 block 4%.
`O=C(Nc1ccccc1F)c1nc(SCc2ccccc2F)ncc1Cl` gave DT40 TDP1 no CPT inconclusive and TDP1 block 5%.
For O=C(Cc1ccc(S(=O)(=O)N2CCCC2)s1)N1CCOCC1 the results were N370S GC -3%, DT40 TDP1 no CPT -5% and TDP1 block -8%.

Structures shown so far that have sulfur, in the order listed:
For NS(=O)(=O)c1ccc(NC(=O)CSc2ccccc2)cc1 the results were N370S GC -1%, DT40 TDP1 no CPT 11% and TDP1 block 4%.
`O=S(=O)(c1ccccc1)c1nc(-c2cccs2)oc1SCc1ccccc1Cl` gave DT40 TDP1 no CPT inconclusive and TDP1 block 3%.
`CCc1ccccc1N(C)C(=O)c1sc2nc3n(c(=O)c2c1C)CCCCC3` gave DT40 TDP1 no CPT inconclusive and TDP1 block 6%.
Cn1c(C(=O)Nc2ccccc2)cc2sccc21 was read as N370S GC 8%, DT40 TDP1 no CPT -23% and TDP1 block 2%.
`O=C(Nc1ccccc1F)c1nc(SCc2ccccc2F)ncc1Cl` gave DT40 TDP1 no CPT inconclusive and TDP1 block 5%.
For O=C(Cc1ccc(S(=O)(=O)N2CCCC2)s1)N1CCOCC1 the results were N370S GC -3%, DT40 TDP1 no CPT -5% and TDP1 block -8%.

(more compounds)
`Cn1c(SCC(=O)N2CCOCC2)nnc1-c1ccccc1` gave N370S GC -21%, DT40 TDP1 no CPT 0% and TDP1 block 0%.
Cc1ccc2nc(SC(C)C(=O)Nc3cccc([N+](=O)[O-])c3)[nH]c2c1 (configuration not stated) was read as N370S GC 11%, DT40 TDP1 no CPT inconclusive and TDP1 block 6%.
For CCCCc1ccc(S(=O)(=O)Nc2ccc(C)c(NS(C)(=O)=O)c2)cc1 the results were N370S GC 20% and DT40 TDP1 no CPT -25%.
`COc1ccc(NC(=O)c2sccc2SCc2cccc(C(F)(F)F)c2)cc1` gave N370S GC 3%, DT40 TDP1 no CPT inconclusive and TDP1 block -3%.
`Cc1[nH]n(-c2ccc(Cl)cc2)c(=O)c1/C=N/c1nnc(-c2ccccc2)s1` gave N370S GC 0%, DT40 TDP1 no CPT 16µM* and TDP1 block 6%.
Screening Cc1ccc(S(=O)(=O)C2(C(=O)Nc3ccc(Br)cc3)CC2)cc1 returned N370S GC 2%, DT40 TDP1 no CPT inconclusive and TDP1 block 1%.
Screening O=C(Nc1ccccc1F)C1CCCN1S(=O)(=O)c1ccc(Cl)cc1 (configuration not stated) returned DT40 TDP1 no CPT -10% and TDP1 block -3%.
`COC(=O)c1ccc(NC(=O)CSc2nccn2CCc2ccccc2)cc1` gave N370S GC inconclusive, DT40 TDP1 no CPT 18µM* and TDP1 block -7%.
Screening COc1cccc(Nc2nnc(SCn3nnc4ccccc4c3=O)s2)c1 returned N370S GC 5%, DT40 TDP1 no CPT inconclusive and TDP1 block 2%.
`Cn1c(=O)c2c(nc3sccn32)n(C)c1=O` gave N370S GC 9%, DT40 TDP1 no CPT -2% and TDP1 block 8%.
Screening S=c1[nH]nc(Cc2ccccc2)n1Cc1ccco1 returned N370S GC -2%, DT40 TDP1 no CPT -9% and TDP1 block 2%.
Screening COc1cc(SC)ccc1C(=O)N1CCN(c2ccccc2F)CC1 returned N370S GC 4%, DT40 TDP1 no CPT inconclusive and TDP1 block -5%.
`O=C(NCc1ccccn1)NC12CC3CC(CC(C3)C1)C2` gave N370S GC -17%, DT40 TDP1 no CPT -16% and TDP1 block 5%.
`CCOc1ccc(NC(=O)COC(=O)CCCc2c[nH]c3ccccc23)cc1` gave N370S GC 9%, DT40 TDP1 no CPT -17% and TDP1 block 11%.
`CCC(C)(c1ccc(C=O)s1)c1ccc(C=O)s1` gave N370S GC 9%, DT40 TDP1 no CPT inconclusive and TDP1 block -2%.
Cc1cccc(C(=O)NCC(c2ccco2)N2CCc3ccccc32)c1 (configuration not stated) was read as N370S GC -6% and DT40 TDP1 no CPT 15µM*.
`Cn1c(SCC(=O)N/N=C/c2ccc([N+](=O)[O-])s2)nnc1-c1ccc(Cl)cc1` gave N370S GC -20%, DT40 TDP1 no CPT 21µM* and TDP1 block 3%.
`CCN1C(=O)c2cccc3c(S(=O)(=O)NC(Cc4ccccc4)C(=O)O)ccc1c23` (configuration not stated) gave N370S GC 10%, DT40 TDP1 no CPT -2% and TDP1 block 0%.
Screening Cc1nc(C(C)NC(=O)c2cc(COc3ccc(C)c(C)c3)on2)c(C)s1 (configuration not stated) returned N370S GC 4%, DT40 TDP1 no CPT inconclusive and TDP1 block -1%.
`O=C(CSCc1ccccc1Cl)NCc1ccc(Cl)c(Cl)c1` gave DT40 TDP1 no CPT inconclusive and TDP1 block 8%.

Reprinted at random: 2 records from the list, in no set order.
For COCc1cc(C)nc2c1C(=O)NC(c1ccc(F)cc1)N2Cc1ccccc1 (configuration not stated) the results were DT40 TDP1 no CPT -16% and TDP1 block 9%.
`Cn1c(=O)c2c(nc3sccn32)n(C)c1=O` gave N370S GC 9%, DT40 TDP1 no CPT -2% and TDP1 block 8%.

The results go on:
`Cc1ccc(OCC(=O)Nc2ccc3nn(-c4ccc(Cl)cc4)nc3c2)cc1` gave DT40 TDP1 no CPT -15% and TDP1 block 2%[12.3 µM].
Screening CN(C)S(=O)(=O)c1cc(NC(=O)[C@H](Cc2ccccc2)N2C(=O)c3ccccc3C2=O)ccc1Cl returned N370S GC 6%, DT40 TDP1 no CPT -9% and TDP1 block 4%.
CCn1cc(C(=O)OC)c(=O)c2cc(S(=O)(=O)N(C)C3CCCCC3)ccc21 was read as N370S GC -4%, DT40 TDP1 no CPT -47% and TDP1 block 0%.
Screening CCOC(=O)c1cnc(SC)nc1Oc1cccc(NC(=O)c2cccc(Cl)c2Cl)c1 returned N370S GC 4%, DT40 TDP1 no CPT inconclusive and TDP1 block -4%.
For CCC(C(=O)NCc1ccco1)N(C(=O)CNS(=O)(=O)c1ccc(F)cc1)c1ccccc1F (configuration not stated) the results were N370S GC -11%, DT40 TDP1 no CPT inconclusive and TDP1 block 6%[0.0935 µM].
`O=C(OCC(=O)N1CCCC1=O)c1ccc(Cl)cc1[N+](=O)[O-]` gave N370S GC 2%, DT40 TDP1 no CPT -1% and TDP1 block -6%.
Screening CC(=O)Nc1ccc(NC(=O)CSc2nnc3c4cc(Br)ccc4n(C)c3n2)cc1 returned DT40 TDP1 no CPT -19% and TDP1 block 6%.
For COc1ccc(C(=O)CSc2nnc(CN3CCCC3)n2-c2ccc(F)cc2)c(OC)c1 the results were N370S GC 17%, DT40 TDP1 no CPT inconclusive and TDP1 block 3%.
Screening Cc1ccc(OCc2cc(C(=O)N3CCN(C)C[C@@H]3c3ccccc3)no2)cc1C returned N370S GC inconclusive, DT40 TDP1 no CPT inconclusive and TDP1 block -1%.
For CN(C)CCNC(=O)c1ccc2nc(CCc3ccccc3)oc2c1 the results were DT40 TDP1 no CPT inconclusive and TDP1 block -2%.
CN(Cc1nccs1)C(=O)CC1C(=O)NCCN1Cc1ccc(-c2ccccc2)cc1 (configuration not stated) was read as N370S GC 8%, DT40 TDP1 no CPT -23% and TDP1 block 3%.
For CN1/C(=C\C(=O)COC(=O)c2nccnc2N)C(C)(C)c2ccccc21 the results were N370S GC -25% and DT40 TDP1 no CPT inconclusive.
COc1ccc(NC(=O)C(=O)NCCN2CCN(C(=O)c3ccco3)CC2)cc1 was read as N370S GC -4%, DT40 TDP1 no CPT 5% and TDP1 block 1%.
Screening CC(C)NC(=O)c1ccc2c3n(nc2c1)-c1ccccc1CO3 returned N370S GC 0%, DT40 TDP1 no CPT 21µM* and TDP1 block 1%.
For O=C(Nc1ccc2c3c(cccc13)CC2)c1cccc([N+](=O)[O-])c1 the results were N370S GC 1%, DT40 TDP1 no CPT inconclusive and TDP1 block 3%.
For CCCn1cc(CN2CCC(C(=O)Nc3cccc(-c4cscn4)c3)CC2)c(C)n1 the results were N370S GC -4%, DT40 TDP1 no CPT inconclusive and TDP1 block -1%.
Screening O=C(CSc1nccn1Cc1ccccc1)Nc1ccc2c(c1)OCCO2 returned DT40 TDP1 no CPT -17% and TDP1 block 5%.
For C=CCNC(=O)NC(=O)COC(=O)c1nc2nccc(C)n2n1 the results were N370S GC -1%, DT40 TDP1 no CPT -6% and TDP1 block 0%.
Cc1nnc2ccc(-c3ccc(NS(=O)(=O)c4ccc(F)cc4F)cc3)nn12 was read as N370S GC -1%, DT40 TDP1 no CPT inconclusive and TDP1 block -1%.
`CCCCc1ccc(NS(=O)(=O)c2cccs2)cc1` gave N370S GC -7%, DT40 TDP1 no CPT -26% and TDP1 block -1%.
`Cc1cc(N(CC(=O)O)S(C)(=O)=O)ccc1Br` gave N370S GC 5%, DT40 TDP1 no CPT -2% and TDP1 block 7%.
Cc1ccc(NC(=O)C2c3ccccc3Oc3ccccc32)nc1 was read as N370S GC 21%, DT40 TDP1 no CPT -9% and TDP1 block 9%.
`CC(C)Cn1c(SC(C)C(=O)NCC2CCCO2)nc2ccc(Cl)cc2c1=O` (configuration not stated) gave DT40 TDP1 no CPT inconclusive and TDP1 block 1%.
Screening CCOC(=O)c1ccccc1NS(=O)(=O)c1ccc(C)cc1 returned N370S GC 16%, DT40 TDP1 no CPT inconclusive and TDP1 block -5%.
`Cc1sc2ncnc(NCc3ccccc3)c2c1C` gave N370S GC 23%, DT40 TDP1 no CPT 15µM* and TDP1 block 0%.
CC(C)(C)c1ccc(/C=N/NC(=S)NCc2ccccc2)cc1 was read as N370S GC 3%, DT40 TDP1 no CPT inconclusive and TDP1 block 4%.
Screening O=C(c1cccc(F)c1)N1CCN=C1SCc1cccnc1 returned N370S GC 10%, DT40 TDP1 no CPT -17% and TDP1 block 0%.
`C/C(CC(=O)Nc1ccccn1)=N\NC(=O)c1cccc(C)c1` gave N370S GC 12%, DT40 TDP1 no CPT -7% and TDP1 block -1%.
Screening CC1CCc2onc(C(=O)N3CCN(c4ccccc4)CC3)c2C1 (configuration not stated) returned DT40 TDP1 no CPT -30% and TDP1 block 2%.
Screening CC(=O)N1CCN(S(=O)(=O)c2cccc(C(=O)NCCc3ccc(Cl)cc3)c2)CC1 returned N370S GC -2% and DT40 TDP1 no CPT -25%.
CCCCn1c(SCC(=O)Nc2cc(C)on2)nnc1-c1ccco1 was read as N370S GC -3%, DT40 TDP1 no CPT 0% and TDP1 block 2%.
`COc1cc(C(N)=O)cc(Cl)c1OCc1ccccc1` gave N370S GC -1%, DT40 TDP1 no CPT -7% and TDP1 block -5%.
`O=C1CC(=O)Nc2cc(S(=O)(=O)Nc3cccc(C(F)(F)F)c3)ccc2N1` gave N370S GC inconclusive, DT40 TDP1 no CPT 0% and TDP1 block 3%.
For Cc1cccc(NC(=S)N2CCC(C(N)=O)(N3CCCCC3)CC2)c1C the results were N370S GC -1%, DT40 TDP1 no CPT 2% and TDP1 block -3%.
Cc1ccc(F)cc1NC(=O)/C=C/c1ccc(S(=O)(=O)N2CCOCC2)cc1 was read as DT40 TDP1 no CPT inconclusive and TDP1 block 2%.
`Cc1ccc(N(C)S(=O)(=O)c2cccc(C(=O)NCC(c3ccco3)N3CCCC3)c2)cc1` (configuration not stated) gave DT40 TDP1 no CPT inconclusive and TDP1 block 2%.
`Cc1ccc(C(C(=O)NC2CCCCC2)N(CC2CCCO2)C(=O)CCCC(=O)Nc2ccccn2)cc1` (configuration not stated) gave N370S GC -8%, DT40 TDP1 no CPT inconclusive and TDP1 block 6%.
`COC(=O)c1scc(S(=O)(=O)C(C)(C)C)c1N` gave N370S GC 2%, DT40 TDP1 no CPT 6% and TDP1 block 0%.
For CNc1nc(-c2c(C)n(C)c3ccc(OC)cc23)cs1 the results were N370S GC -7% and DT40 TDP1 no CPT -11%.

Screening results as filed in PubChem BioAssay.
